Compound activity deposited in PubChem by several laboratories.
NR1D1 modulator = modulators of human Rev-erb alpha DNA binding. P20393. Rev-erbα–FITC-DNA binding, fluorescence polarization, 90 min. activity, % at 10 µM. hit rate 0.79% among 370,000. AID 1259318;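 active means activity above about 14%, limit read from the data; passing the limit was not always enough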;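 further: 0% = DMSO wells with 35 nM protein and 100% = DMSO wells with 750 nM protein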
TCR-CD3 inh = human TCR-CD3 binding inhibition; hit rate 0.37% among 360,000; inhibition, % at 9.4 µM; TAMRA-labeled TCR probe fluorescence, biochemical; in the data active means inhibition above about 19%;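 further: recombinant mutant TCR 2C K166C tagged with TAMRA read by polarization; 0% = receptor in buffer alone and 100% = receptor with positive control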
ABHD4 inh = inhibitors of mouse ABHD4; Q8VD66; purified mABHD4, FP-Rh probe fluorescence polarization; hit rate 0.54% among 370,000; AID 720543; inhibition, % at 8.92 µM;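 active means inhibition exceeding the mean over every tested compound plus 3 SD, cut at about 30% in these data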;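 further: 0% = plate median of compound wells and 100% = S159A mutant with DMSO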
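Test system: mABHD4 protein; Read-out basis: % inhibition; Incubation: 45 min + 60 min at 25 °C; Repeats: single replicate; Technique: fluorescence polarization with parallel and perpendicular emission, 525/598 nm; Compound: 8.92 µM, single dose; Benchmarks: full inhibition S159A mutant plus DMSO, zero as sample-well median.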
LEDGF integ inh = blocks HIV-1 LEDGF/p75-dependent DNA integration; inhibition, % at 3.7 µM; hit rate 0.64% among 370,000; TR-FRET IN-LEDGF/p75 DNA integration, Eu/Cy5;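 active means inhibition above the screen-wide mean plus 3 SD, cut at about 13% in these data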;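 further: signal is the Cy5 over europium emission ratio at 671 and 618 nm; 0% = plate median of compound wells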
HTRA1 inhibitor = blocks human HTRA1 serine peptidase. Q92743. recombinant HTRA1, FP-rhodamine activity-based probe, fluorescence polarization. inhibition, % at 5.96 µM. hit rate 0.5% among 340,000. AID 504803; in the data active means inhibition above about 36%;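 further: 0% = enzyme with DMSO and 100% = wells lacking enzyme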
MBD2 inh = MBD2-methylated oligo binding inhibition; AID 686964; Q9UBB5; TR-FRET, MBD2 binding to methylated oligonucleotide; hit rate 0.31% among 370,000; inhibition, % at 4.4 µM; in the data active means inhibition above about 13%
Target sequence (Q9UBB5 whole entry, looked up): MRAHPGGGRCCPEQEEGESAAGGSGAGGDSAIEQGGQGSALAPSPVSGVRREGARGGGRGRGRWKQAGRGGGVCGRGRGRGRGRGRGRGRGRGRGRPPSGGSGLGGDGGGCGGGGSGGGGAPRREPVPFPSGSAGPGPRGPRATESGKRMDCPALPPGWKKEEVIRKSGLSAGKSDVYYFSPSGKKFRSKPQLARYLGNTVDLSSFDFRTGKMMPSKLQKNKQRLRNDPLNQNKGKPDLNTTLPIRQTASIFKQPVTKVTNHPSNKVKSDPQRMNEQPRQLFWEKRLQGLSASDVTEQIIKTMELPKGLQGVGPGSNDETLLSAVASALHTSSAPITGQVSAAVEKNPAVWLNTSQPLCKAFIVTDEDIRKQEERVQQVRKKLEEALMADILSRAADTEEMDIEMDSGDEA
rCAG binder = binds r(CAG) RNA repeats. r(CAG) RNA repeat, TO-PRO-1 dye displacement fluorescence. inhibition, % at 3 µM. AID 651821. hit rate 1.3% among 370,000;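 active means inhibition above the plate cutoff, the mean of all test compounds on that plate plus 3 SD, cut at about 35% in these data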;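 further: 0% = DMSO alone and 100% = 100 µM mitoxantrone as full dye displacement; higher means more dye released from RNA so lower well fluorescence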
PRMT1 FP inh = blocks human protein arginine methyltransferase 1; recombinant PRMT1, activity-based probe fluorescence polarization; inhibition, % at 2.79 µM; hit rate 1.3% among 370,000; AID 652257;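 active means inhibition above about 21% made by adding two undisclosed values, limit read from the data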
Target sequence (Q99873 whole entry, looked up): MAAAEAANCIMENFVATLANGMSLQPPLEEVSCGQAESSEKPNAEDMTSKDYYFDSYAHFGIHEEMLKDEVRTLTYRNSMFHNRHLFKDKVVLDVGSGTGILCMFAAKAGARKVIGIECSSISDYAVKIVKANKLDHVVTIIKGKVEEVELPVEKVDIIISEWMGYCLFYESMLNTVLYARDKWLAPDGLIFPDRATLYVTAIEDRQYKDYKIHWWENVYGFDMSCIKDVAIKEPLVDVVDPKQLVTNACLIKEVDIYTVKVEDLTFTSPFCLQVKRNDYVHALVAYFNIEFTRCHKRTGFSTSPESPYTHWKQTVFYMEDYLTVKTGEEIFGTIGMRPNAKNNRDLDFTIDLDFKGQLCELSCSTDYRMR
UHRF1 MBD2 ctr = UHRF1 methyl-DNA binding inhibition | Q96T88 | UHRF1 binding to methylated oligo, TR-FRET | inhibition, % at 4.4 µM | hit rate 0.75% among 370,000; in the data active means inhibition above about 21%;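 further: UHRF1 SRA domain binding a hemimethylated CpG hairpin DNA probe; 0% = median of test compound wells and 100% = reference inhibitor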
PG9 binder = small molecules binding HIV-1 gp120 antibody PG9; TR-FRET gp120-PG9 antibody binding; inhibition, % at 6.7 µM; hit rate 0.43% among 360,000; AID 624416; in the data active means inhibition above about 8.5%
* hit, by the source's call; . = not tested or not shown. Not all compounds are listed, so the mix of outcomes need not match the whole.

Second line of a record: ABHD4 inh, rCAG binder, NR1D1 modulator, LEDGF integ inh, TCR-CD3 inh, HTRA1 inhibitor, MBD2 inh, PRMT1 FP inh, PG9 binder, UHRF1 MBD2 ctr
CC(NC(=O)COC(=O)c1cccc(S(=O)(=O)N2CCCC2)c1)c1ccccc1 (stereo not drawn)
    0.6, 1.3, -1.3, -2.1, 2.5, 7.4, 4.5, 0.4, 2.4, 0.3
Cc1c(Cl)cccc1NC(=O)Nc1ccn(C)n1
    0.0, -1.9, -5.1, -4.4, 1.4, 3.2, 3.3, -6.1, -0.1, -0.6
COc1ccc(N2CCN(c3cc(C)c4ccccc4n3)CC2)cc1
    5.5, -3.5, 7.5, -2.7, 8.9, 0.0, -1.4, -1.6, 0.5, 0.2
Cc1ccc(NC(=O)c2ccc3c(c2)nnn3C)cc1
    6.4, 0.9, 8.4, 1.2, -0.9, -1.9, -4.1, 2.4, 2.8, 1.1
C#CCOC(=O)CCC(=O)NCCc1ccccc1
    -0.9, -1.7, -2.6, 0.3, -6.0, -2.2, 0.1, 2.1, -1.2, 5.8
NCCCCCc1nnc(SCc2ccc(Cl)c(Cl)c2)o1
    6.7, 8.7, 6.2, -0.5, 7.9, 2.4, -4.1, -3.0, -2.5, -3.6
CC1Sc2ccc(S(=O)(=O)N3CCC(C(=O)N(C)Cc4ccccc4)CC3)cc2NC1=O (stereo not drawn)
    -1.7, 0.7, -4.5, 7.4, 1.3, -10.3, 1.9, -2.1, -1.3, -0.7
O=C(NC(=S)NNS(=O)(=O)c1ccccc1)c1cccnc1
    -2.4, 1.0, 4.5, -2.2, -11.1, -0.8, 2.3, 10.3, 0.6, 2.9
CCOC(=O)C1CCCN(C(=O)c2cccc(OC(F)(F)F)c2)CC1 (stereo not drawn)
    -2.3, -1.8, 5.4, 0.1, -0.6, ., 2.6, -0.5, -0.2, -0.6
O=C(CSc1nc(-c2ccccc2)c(-c2ccccc2)[nH]1)NCc1ccco1
    9.5, 1.2, 3.3, 5.2, 5.6, -11.1, 0.1, 4.0, -2.2, -1.5
CCS(=O)(=O)N1CCN(S(=O)(=O)c2ccccc2)CC1
    -4.1, 0.1, -1.1, 0.8, -1.1, 1.5, 6.3, 0.8, -0.7, 19.4
CCOc1cccc(C(=O)Nc2ccccc2C(=O)N2CCN(C)CC2)c1
    2.6, 1.0, -0.7, 0.2, 2.5, 6.2, -1.1, -2.0, -1.0, 1.8
COc1cc(S(=O)(=O)NCCCN2CCOCC2)ccc1-n1cnnn1
    5.1, -2.8, -4.7, -0.1, 6.3, 0.8, 3.1, -1.8, 0.8, 5.5
COC(=O)C1=C(C)N=C2SCCC(=O)N2C1c1ccc(OC(=O)c2ccco2)cc1 (stereo not drawn)
    -32.3, 10.4, -0.5, 2.5, -4.1, -5.1, -3.4, 2.0, 0.2, 5.9
Cc1ccccc1-n1nc2c(c1NC(=O)c1cccc(F)c1)CS(=O)C2 (stereo not drawn)
    5.1, 3.2, 1.4, 2.5, -0.7, -6.8, 8.7, 2.7, 0.3, 1.8
Cc1c(NC(=O)C(=O)N/N=C/c2cccs2)c(=O)n(-c2ccccc2)n1C
    3.5, 1.3, 1.8, 0.8, 1.1, -3.1, -0.7, 1.4, -2.2, -1.9
CCOC(=O)C1=CN(CC)S(=O)(=O)NC1c1ccccc1 (stereo not drawn)
    2.8, -0.3, -2.7, -0.4, -2.2, 2.4, 2.9, -0.1, -0.5, -0.6
COC(=O)c1ccc(OC(=O)c2ccccc2F)cc1
    0.3, -2.9, -1.7, 3.3, -1.9, ., -3.9, -2.6, -1.2, -1.1
O=C(COC(=O)c1ccc(O)cc1O)c1ccc2c(c1)OCCO2
    36.5*, 6.5, 2.6, -0.3, -0.8, -14.1, 2.6, 3.2, -2.0, 3.4
COc1ccc(CC(=O)Nc2cccc3ncccc23)cc1OC
    -6.9, 1.9, -2.4, -2.1, 0.6, -1.7, 3.0, 2.1, -1.0, -0.7
CN(CC(=O)Nc1ccc(Cl)c(Cl)c1)C1CCCCC1
    15.2, -3.7, 1.9, 3.9, 4.4, -13.5, -1.5, 1.5, -2.6, 0.0
COc1ccc(CN(CCC(c2ccccc2)c2ccco2)C(=O)c2ccco2)cc1 (stereo not drawn)
    0.7, 6.5, 0.8, 0.6, 2.3, -62.5, 8.7, 2.2, 0.2, 2.1
CCOC(=O)c1sc2nc(C)nc(NCc3ccccc3)c2c1C
    -7.9, 0.7, 4.5, 2.1, 4.1, -42.5, -0.7, 0.3, -0.3, -0.7
Cc1ccccc1OCC(=O)N/N=C/c1ccc(Sc2nc3ccccc3s2)o1
    -1.3, 0.6, 2.0, 2.3, 5.8, -10.4, -1.8, -1.0, -1.9, -0.8
O=[N+]([O-])c1nn(-c2ccc3c(c2)OCCO3)n(O)c1=NCc1ccc(F)cc1Cl
    1.8, 6.5, 3.3, 1.9, -4.1, -6.2, -4.4, 0.5, -2.4, -2.3
CC1CCN(C(=O)c2ccc(CS(=O)(=O)Cc3ccccc3)cc2)CC1
    0.7, -5.5, 6.6, 1.6, -0.5, 0.2, -4.0, -3.4, -2.9, -0.1
COc1ccc(NC(=O)CSc2nnc(-c3ccccn3)n2N)cc1Cl
    -4.1, 3.4, -5.6, -3.5, 3.2, 1.0, -2.8, 0.7, -0.1, -0.8
CN(C)CCNC(=O)c1cccc(-c2cnc3c(NC=O)cc(/C=C/c4ccccc4)cn23)c1
    -10.8, 10.1, -4.6, 8.2, -7.9, ., -2.1, -0.6, -4.8, 5.0
CCn1c(=O)c2c(O)cc(=O)oc2c2ccccc21
    1.5, 3.5, -0.8, -1.8, 0.8, 5.3, -0.1, -5.0, 3.1, 5.9
CCCc1cc(=O)[nH]c(SCC(=O)Nc2ccc(OC)c(S(=O)(=O)N3CCCCC3)c2)n1
    -1.6, 23.9, -1.3, 8.0, 1.3, -8.9, 3.2, 1.7, 0.1, -1.6
COc1cccc(/C(O)=C2\C(=O)C(=O)N(c3ccccn3)C2c2ccccc2OC)c1 (stereo not drawn)
    3.4, 1.1, 2.2, -3.7, -0.3, 3.8, -8.7, 0.4, 1.4, -1.9
O=S(=O)(Cc1ccccc1)c1ccccc1-c1nnc(-c2ccccc2)o1
    5.0, -3.1, 11.9, 1.1, -0.5, -8.6, 3.1, 0.7, -0.1, -2.3
CCOc1cc(C2C3=C(CC(C)(C)CC3=O)N(CCCOC)C3=C2C(=O)CC(C)(C)C3)ccc1O
    -3.8, -2.5, 6.5, 1.9, 5.5, 6.0, -6.9, -0.8, -0.7, -2.5
Cc1nnc(NC(=O)CSc2nnc3scc(-c4ccc(C)c(C)c4)n23)s1
    -5.4, 3.1, -2.2, 6.3, -3.0, 3.7, -5.5, 2.9, -4.5, 6.0
CC1CN(C(=S)Nc2cccc(Cl)c2Cl)CC(C)O1 (stereo not drawn)
    0.0, 2.1, -0.2, 4.3, 4.9, 2.0, -2.8, -2.7, 0.5, -3.1
NC(=O)CC[C@@H]1NC(=O)[C@H](CO)NC(=O)c2cc([N+](=O)[O-])cc(I)c2NCC[C@@H](C(N)=O)NC1=O
    -9.6, 14.8, -0.3, 2.6, -5.8, -26.9, -2.1, 5.5, 0.9, 1.1
Cc1ccc(S(=O)(=O)Nc2cccc(Oc3cnccn3)c2)cc1
    -7.2, 3.2, 1.5, 0.2, 5.4, ., 1.4, 1.7, -0.9, 1.4
Cc1ccc(CN(C)C(=O)c2c(C)nn(-c3ccccc3)c2C)cc1
    -4.8, -5.7, -5.4, 2.5, 1.1, -4.2, -1.4, -2.7, 1.2, -1.1
Cc1oc2c(CN3CCOCC3)c(O)ccc2c(=O)c1-c1ccc(Br)cc1
    -2.3, 5.0, -3.6, 0.6, 11.9, 5.1, -3.7, -1.4, 3.0, -0.8
Cn1c(=O)c2c(n(C)c1=O)n(C)c(=O)n2C
    -2.3, -0.2, 1.6, -0.1, 10.4, ., 0.1, 1.3, -1.0, 0.0
CC(=O)Nc1cccc(C(=O)NC2CCCc3c2cnn3-c2cc(C)cc(C)c2)c1 (stereo not drawn)
    -3.6, -2.5, 2.2, 1.0, 6.7, -14.9, 2.0, -1.7, -0.5, 0.1
O=C(CNC(=O)c1cccs1)NCCN1CCN(c2ccccc2F)CC1
    3.7, -8.4, -8.8, 2.6, 7.0, -0.7, 3.4, -0.8, 0.6, 1.9
CCOC(=O)C1=C(C)C(c2ccccc2O)NC(=O)N1 (stereo not drawn)
    5.5, -0.6, 6.4, -2.3, -0.2, 2.3, 1.0, 2.4, 1.3, 2.1
O=C1/C(=C\c2cccnc2)CCc2ccccc21
    -9.9, 2.8, -0.1, 3.9, -0.5, 4.1, 7.7, 5.9, -1.0, 2.4
O=C(Nc1cccc(S(=O)(=O)NC2=NCCC2)c1)C1CC(=O)N(c2ccc3c(c2)OCCO3)C1 (stereo not drawn)
    3.2, 5.4, 3.7, 2.8, 8.8, -2.5, -4.3, -2.5, -1.4, -0.6
CC(C)n1c(NCc2c[nH]c3ccccc23)nc2ccccc21
    -6.0, 1.6, 14.6, -1.1, -4.8, 1.7, 6.0, 2.4, -0.6, 5.1
Cc1cccc(/C=N/NC(=O)CNc2cccc3ccccc23)n1
    29.3, 13.5, 1.8, 1.4, 6.2, 34.4, -3.2, 4.4, -3.6, -7.7
CC(=O)CCc1ccc(OCC(O)CNC2CCCc3ccccc32)cc1 (stereo not drawn)
    5.0, -7.2, 2.8, 5.0, -5.0, 2.5, 0.4, -0.2, 0.4, 2.9
CCCN1C(=O)C(Cc2nc3ccccc3c(=O)n2-c2ccccc2)c2ccccc21 (stereo not drawn)
    0.4, 1.0, -4.9, -5.0, -4.3, -6.8, -1.0, 3.7, 0.1, 5.1
CCCS(=O)(=O)Nc1ccc(Nc2c3ccccc3nc3ccccc23)c(OC)c1
    9.1, 3.5, 11.0, 1.1, -0.8, 5.3, -7.7, 1.9, -8.2, -0.7

The results go on.
Second line of a record: ABHD4 inh, rCAG binder, NR1D1 modulator, LEDGF integ inh, TCR-CD3 inh, HTRA1 inhibitor, MBD2 inh, PRMT1 FP inh, PG9 binder, UHRF1 MBD2 ctr
Cc1nn(CC(O)COc2ccc3c(c2)CCC3)c(C)c1C (stereo not drawn)
    -1.8, -4.9, 0.7, 1.8, 1.5, -0.4, 0.1, -1.7, -1.9, -0.2
CCS(=O)(=O)N1CCC(C(=O)NCCCN2CCC(Cc3ccccc3)CC2)CC1
    -6.0, -4.5, 0.6, 1.1, 1.6, -5.7, -1.7, -2.5, 0.4, 2.0
O=S1(=O)CC2c3ccccc3CN2CN1C1CCCC1 (stereo not drawn)
    -41.7, 7.1, -5.4, 2.8, ., ., -2.0, 1.2, ., 2.3
O=c1c2ccccc2nc(SCc2cn3ccsc3n2)n1-c1ccccc1F
    -16.3, 2.9, 0.5, -0.6, 6.0, -35.8, 4.9, -1.9, 1.4, 0.0
O=C(COc1cccnc1[N+](=O)[O-])NCc1ccco1
    -0.8, 1.6, -0.8, -0.4, -2.9, 4.2, 2.6, -1.5, -0.7, -1.2
Cc1ccccc1C(=O)NNC(=O)Cc1ccccc1
    4.8, 0.3, -0.5, 4.3, 0.8, -1.1, 1.4, -1.1, 0.9, 2.6
CS(=O)(=O)N1CCC(C(=O)Nc2ccc3c(c2)OCCO3)CC1
    3.3, -1.0, -1.0, -0.9, -0.9, 5.0, -0.1, 1.1, 0.0, 0.1
Cc1cc(Cl)ccc1OCC(=O)NC1CCCC1
    0.9, -6.4, 0.8, 1.4, -4.5, -1.6, 9.8, 0.9, -0.5, 2.5
N#Cc1c(N)c(C(=O)c2ccccc2)n2c1CCCC2
    5.1, -4.4, -1.9, -2.2, 3.0, -0.1, 0.9, 2.5, 0.3, -2.2
